Source: PubChem BioAssay
Granule exo inh: blocks lytic granule exocytosis | TALL-104 LAMP-1 surface exposure, flow cytometry; cells stimulated with thapsigargin and PMA | inhibition, % at 10 µM | 0.66% of 360,000 active | AID 651702;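 active = inhibition above about 55%, limit read from the data; inconclusive = no clear call, values can overlap the other calls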
COUP-TFII inh: blocks human COUP-TFII nuclear receptor | HEK293T NGFI-A luciferase reporter, luminescence | P24468 | 0.7% of 370,000 active | inhibition, % at 8.6 µM;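 active = inhibition above a per-plate cutoff, mean inhibition of test wells between control levels plus 3 SD, cut at about 38% in these data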;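 also: cells cotransfected with COUP-TFII expression vector driving the NGFI-A reporter; 0% = median of COUP-TF2 test wells and 100% = reporter-only cells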
NOD2-RIPK2 inh: inhibitors of human NOD2-RIPK2 interaction | O43353 | inhibition, % at 4.98 µM | 0.38% of 360,000 active | CHO BLA complementation NOD2-RIPK2, CCF4 ratio; in the data active = inhibition above about 21%;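 also: 0% = vehicle only and 100% = reference blocker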
TWEAK Fn14 block: inhibitors of TWEAK-Fn14 interaction signaling; TWEAK-stimulated Fn14 reporter cells, luciferase luminescence, 8 h; inhibition, % at 10 µM; 2% of 360,000 active; AID 1159606; in the data active = inhibition above about 50%
TROY NFkB inh: TROY signaling inhibition | Q293 LMP1-TROYcd NF-kB luciferase reporter, 4 h | inhibition, % at 10 µM | 0.98% of 360,000 active;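 active = compounds whose plate-normalised and pattern-corrected inhibition of the luciferase reporter signal at the single screening dose is 50% or more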
TLR9-MyD88 block: inhibitors of human TLR9-MyD88 binding | AID 504734 | CHO BLA complementation TLR9-MyD88, CCF4 FRET ratio | 0.21% of 340,000 active | inhibition, % at 4.98 µM;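 active = inhibition above the mean over all tested compounds plus 3 SD, cut at about 21% in these data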;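 also: 0% = DMSO only wells and 100% = clavulanate BLA inhibitor control wells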
SRC3 inh: human NCOA3 inhibition; Q9Y6Q9; HEK293 GAL4-SRC3 luciferase reporter, luminescence; inhibition, % at 3.6 µM; 0.17% of 360,000 active; AID 588352;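 active = inhibition above a per-campaign cutoff, the mean of all compounds plus 3 SD, cut at about 60% in these data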;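 also: 0% = DMSO-treated cells and 100% = gossypol-treated cells at 36 µM; higher means less SRC3-driven luciferase light from the GAL4 reporter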
Target sequence (Q9Y6Q9 whole entry, looked up, the tested form may be a part): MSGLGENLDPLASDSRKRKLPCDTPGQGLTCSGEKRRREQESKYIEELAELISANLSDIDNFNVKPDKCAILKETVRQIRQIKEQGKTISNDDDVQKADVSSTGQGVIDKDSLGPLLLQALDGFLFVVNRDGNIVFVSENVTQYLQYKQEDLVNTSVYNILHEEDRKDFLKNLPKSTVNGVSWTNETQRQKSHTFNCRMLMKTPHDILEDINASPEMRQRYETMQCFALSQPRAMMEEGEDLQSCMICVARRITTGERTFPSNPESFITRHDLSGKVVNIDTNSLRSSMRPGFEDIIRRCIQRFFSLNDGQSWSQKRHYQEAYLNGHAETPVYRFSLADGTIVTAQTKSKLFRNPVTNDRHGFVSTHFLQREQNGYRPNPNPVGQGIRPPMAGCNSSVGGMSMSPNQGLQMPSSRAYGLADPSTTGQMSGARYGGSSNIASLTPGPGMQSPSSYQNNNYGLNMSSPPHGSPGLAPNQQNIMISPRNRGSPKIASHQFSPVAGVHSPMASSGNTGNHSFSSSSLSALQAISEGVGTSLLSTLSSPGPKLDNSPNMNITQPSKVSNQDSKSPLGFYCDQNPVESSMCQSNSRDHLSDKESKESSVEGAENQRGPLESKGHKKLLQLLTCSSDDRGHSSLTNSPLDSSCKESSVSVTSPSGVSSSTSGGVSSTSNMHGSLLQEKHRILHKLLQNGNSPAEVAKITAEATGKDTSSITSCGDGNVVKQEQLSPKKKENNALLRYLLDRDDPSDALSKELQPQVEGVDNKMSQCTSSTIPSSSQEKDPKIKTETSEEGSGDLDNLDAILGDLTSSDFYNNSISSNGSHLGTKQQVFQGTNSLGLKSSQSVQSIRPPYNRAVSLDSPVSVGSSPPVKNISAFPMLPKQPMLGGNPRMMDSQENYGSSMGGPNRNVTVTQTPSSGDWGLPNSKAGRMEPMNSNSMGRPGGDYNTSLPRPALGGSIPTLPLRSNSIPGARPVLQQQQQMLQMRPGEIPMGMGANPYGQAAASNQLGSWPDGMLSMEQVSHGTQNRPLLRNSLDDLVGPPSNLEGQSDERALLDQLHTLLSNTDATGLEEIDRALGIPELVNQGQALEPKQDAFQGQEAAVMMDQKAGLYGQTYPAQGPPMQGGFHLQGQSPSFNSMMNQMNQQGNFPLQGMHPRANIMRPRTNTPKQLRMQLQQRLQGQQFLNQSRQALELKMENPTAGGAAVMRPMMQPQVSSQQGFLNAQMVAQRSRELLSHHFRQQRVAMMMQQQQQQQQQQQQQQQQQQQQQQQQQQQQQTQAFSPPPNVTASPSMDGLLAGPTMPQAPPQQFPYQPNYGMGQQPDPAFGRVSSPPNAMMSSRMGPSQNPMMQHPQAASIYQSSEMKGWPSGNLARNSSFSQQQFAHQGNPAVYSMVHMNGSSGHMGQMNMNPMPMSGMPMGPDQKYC
NR5A2 inv ag: suppresses constitutive activity of human LRH-1. 0.13% of 360,000 active. AID 602396. HEK293T StAR-luciferase reporter, LRH-1 transfected, 24 h. O00482. inhibition, % at 3.6 µM;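 active = inhibition above the mean inhibition of all tested compounds plus 3 SD, cut at about 73% in these data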;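 also: 0% = DMSO wells and 100% = reporter-only cells lacking LRH-1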
SRC2 inh: human SRC2 (NCOA2) inhibition; Q15596; HEK293 GAL4-SRC2 luciferase reporter, luminescence; inhibition, % at 9 µM; 0.17% of 370,000 active; AID 651957;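 active = inhibition above the mean inhibition of all tested compounds plus 3 SD, set per campaign, cut at about 52% in these data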;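 also: 0% = DMSO treated cells and 100% = cells given Gossypol at 36 µM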
ABHD5 PLIN5 PPI: inhibitors of human ABHD5-perilipin-5 interaction | inhibition, % at 4 µM | Q00G26+Q8WTS1 | Split G. princeps luciferase complementation, luminescence, 4 h | AID 602281 | 0.78% of 360,000 active;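 active = inhibition above the mean inhibition across every tested compound plus 3 SD, cut at about 22% in these data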;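 also: 0% = DMSO only wells and the 100% control is not disclosed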
SRC1 inh: inhibitors of human steroid receptor coactivator 1 (SRC1); AID 588354; HEK293 GAL4-SRC1 luciferase reporter, luminescence; inhibition, % at 3.6 µM; 0.12% of 360,000 active;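 active = inhibition above the campaign mean plus 3 SD, with each screening campaign given its own cutoff, cut at about 60% in these data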;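 also: 0% = DMSO treated cells and 100% = gossypol at 36 µM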
Starred values were filed as active, the others as inactive; ? = inconclusive; . = not tested or not shown.

nr	mol	Granule exo inh	COUP-TFII inh	NOD2-RIPK2 inh	TWEAK Fn14 block	TROY NFkB inh	TLR9-MyD88 block	SRC3 inh	NR5A2 inv ag	SRC2 inh	ABHD5 PLIN5 PPI	SRC1 inh
1	COC(=O)c1ccc(N2C(c3cc(OC)cc(OC)c3)=Cc3ccc(OC)cc3C2CC(=O)c2ccco2)cc1 (stereo not given)	3	2	-8	0	-16	.	.	9	13	2	.
2	O=C(CCC(=O)c1cccs1)NC1CCCCCC1	0	-14	-3	0	-33	-11	-1	-9	11	-2	-4
3	COc1ccc(-c2noc(N3CCC(C(=O)Nc4ccc(OC)c(OC)c4)CC3)n2)cc1	-2	-7	2	-12	-5	3	-43	-41	-6	2	-20
4	NS(=O)(=O)c1ccc(CCNCc2cc(Br)ccc2OCc2ccccc2)cc1	6	4	4	15	28	-8	7	20	-7	7	9
5	CC1CN(C(=O)c2cc(S(=O)(=O)N(C)c3ccc(F)cc3)ccc2Cl)CC(C)O1 (stereo not given)	3	18	-5	8	8	3	28	12	12	8	-3
6	N#Cc1ccc(N2Cc3ccccc3/C2=N/C(=O)Nc2ccc(Cl)cc2)cc1	4	-15	5	-37	-57	-2	6	-8	-75	-2	-2
7	COc1cc2cc(NC(C)=O)cc(NCc3ccccc3)c2cc1OC	10	-15	3	-6	59*	5	-8	7	1	-3	2
8	Cc1cccc2cc(CN(Cc3ccc(F)cc3)C(=O)N(C)C)c3nnnn3c12	5	12	3	-18	-18	3	15	6	3	11	9
9	Cc1ccc(C(=O)N(CC(=O)NC2CCCC2)c2ccccc2Cl)s1	-12	2	8	47	17	-2	-17	-2	-7	4	19
10	Cc1ccc(S(=O)(=O)N(C)CC(=O)N2CCN(Cc3ccccc3)CC2)cc1	0	4	7	3	-54	-7	-2	18	2	5	3
11	O=C(OCC(=O)c1ccccc1Br)c1ccccn1	5	0	-70	-15	-76	-2	-25	-7	-44	-1	-15
12	Cc1cc(OCC(=O)N[C@@H](Cc2c[nH]c3ccccc23)C(=O)O)c2c(C)c(C)c(=O)oc2c1	-3	-9	-25	12	13	-11	-1	-20	-5	3	5
13	Cc1cc(F)ccc1NS(=O)(=O)c1cccc2nsnc12	-5	-11	8	-11	33	-2	3	1	4	7	-1
14	O=C(Nc1ccccc1-c1ccccc1)c1ccc(=O)[nH]n1	5	-21	-1	-7	-32	-2	-23	-48	-36	0	-33
15	CN(C)CCN(C)Cc1ccccc1Sc1cccc2ccccc12	25	-7	7	-8	-6	-4	8	5	16	21	-25
16	Cc1cccc(N2CCN(C(=O)CCCn3c(=O)[nH]c4ccsc4c3=O)CC2C)c1 (stereo not given)	28	7	-5	33	16	-1	5	-16	20	13	-10
17	Cc1ccccc1CN1C2=NCCCN2c2ccccc21	-7	-1	-7	9	6	-6	4	33	0	1	4
18	Cc1cc(Br)ccc1NC(=O)CNC(=O)CSc1nccn1C	-3	-3	-16	-4	-13	-1	20	2	-21	-1	-4
19	O=C(Oc1ccc(/C=N/NC(=O)c2ccccc2F)cc1)c1ccccc1	6	-12	5	-28	-35	-7	-29	-30	-96	4	-97
20	C[C@H]1CN([C@@H](C)CO)C(=O)Cc2cc(NS(C)(=O)=O)ccc2O[C@@H]1CN(C)Cc1ccc(Cl)c(Cl)c1	-10	4	-22	-36	4	3	-3	19	-42	8	4
21	Cc1[nH][nH]c(=O)c1C(c1ccc(O)c(Br)c1)c1c(C)[nH][nH]c1=O	-3	0	9	34	23	2	9	20	-14	-2	17
22	CC(C)C1N(S(=O)(=O)c2ccccc2)CCN1S(=O)(=O)c1ccccc1	2	12	7	10	3	11	5	4	3	6	8
23	O=C(C1COc2ccccc2O1)N1CCc2ccccc21 (stereo not given)	-1	-12	0	-35	-21	-4	-43	-94	-45	-1	-73
24	O=C(NC(=S)NCc1cccnc1)c1ccccc1[N+](=O)[O-]	4	18	0	17	11	7	12	15	-13	1	-17
25	COc1ccccc1-c1nnc(SCC(=O)Nc2nc(-c3ccccc3)cs2)n1C	1	30	-1	24	43	5	-8	8	16	2	14
26	COc1ccc(NC(=O)NC(C)c2ccncc2)cc1OC (stereo not given)	4	8	-1	2	8	1	-34	6	1	-1	12
27	O=C(Nc1ccc(Cl)cc1C(=O)N1CCOCC1)c1ccco1	1	-21	6	15	-2	-4	10	14	-8	0	-3
28	C[C@H]1COC(=O)[C@H](CC(=O)OC(C)(C)C)C/C=C\C[C@@H](CC(=O)N[C@H](CO)Cc2ccccc2)C(=O)N1	-17	-15	-8	-18	-3	-3	5	29	-16	-8	11
29	CC1CCCC(NC(=O)COC(=O)Cc2ccc(Br)cc2)C1C (stereo not given)	1	4	-7	-18	-26	.	6	7	-10	2	-36
30	CC(C)CCN1CCN(CCCc2ccccc2)CC1CCO (stereo not given)	28	-8	-16	-10	6	4	2	-7	8	2	11
31	OC(COc1ccc2cc(Br)ccc2c1)Cn1ccnc1 (stereo not given)	20	13	-7	-46	-8	-11	-9	-6	8	-1	5
32	CCOC(=O)C1=CCN(S(=O)(=O)c2ccc(F)cc2)C1c1ccc(Br)cc1 (stereo not given)	5	-9	-5	26	6	.	5	-3	10	1	10
33	COc1cccc(CN(C)C(=O)CC[C@H]2O[C@@H](n3cnc4c(NC(=O)c5ccccc5)ncnc43)[C@H](O)[C@@H]2O)c1	-11	-7	-2	-2	5	.	-19	-4	10	2	6
34	CCOc1ccc(-n2ccnc2SCC(=O)Nc2nnc(CC)s2)cc1	?	-1	0	-1	-7	-9	13	11	4	10	5
35	COc1cc(/C=N/NC(=O)NC2CCCCC2)cc(OC)c1O	-4	8	0	-5	10	0	-15	27	-25	2	-2
36	CC(=O)c1c(C(C)=O)c(C)n(-c2nc(-c3ccc(C)c(C)c3)c(C)s2)c1C	18	1	-11	14	30	15	14	-6	2	-4	6
37	Cc1ccc(NP(=O)(c2ccc(N(C)C)cc2NC(=O)c2cccs2)N2CCOCC2)cc1Cl (stereo not given)	2	5	-9	4	-29	-16	7	1	19	-10	-14
38	CSc1nnnn1-c1ccc(C(=O)OCC(=O)N2CCOCC2)cc1	-5	9	-3	-6	0	4	-2	9	-28	2	-16
39	Cc1cccc(NC(=O)CN(C)S(=O)(=O)c2ccccc2)n1	-1	-11	-10	11	-8	-10	-5	-3	-8	0	-5
40	Cc1ccc(S(=O)(=O)N2CCN(C3CC4CCC3C4)CC2)cc1 (stereo not given)	-17	12	-5	12	8	-1	-19	8	8	-6	10
41	OCc1cccc(-c2csc(C(O)(c3ccccc3)C(F)(F)F)n2)c1 (stereo not given)	-3	-24	-10	20	-2	.	5	-3	-6	5	-3
42	COc1ccccc1NS(=O)(=O)c1cccc(C(=O)NCC(c2ccco2)N2CCCCC2)c1 (stereo not given)	-2	17	1	5	-15	12	16	6	-24	-3	1
43	CCOC(=O)c1ccc(NC(=O)CCc2nnc3ccc(N4CCN(C)CC4)nn23)cc1	0	12	-11	-4	-7	6	25	-2	-7	-4	-9
44	CCOC(=O)C1(CCCc2ccccc2)CCN(C(=O)c2cncs2)CC1	2	12	-2	-22	-19	-9	3	10	8	5	8
45	Fc1ccccc1OCCCCn1cncn1	10	-8	-2	2	3	-10	7	-7	-36	-3	-3
46	Cc1ccc(-n2cc(CN3CCC(O)(c4ccccn4)CC3)c(-c3ccc(F)cc3)n2)cc1	9	-1	6	-27	-41	5	8	-8	23	11	0
47	COc1ccc(C2=NOC(C(=O)NCc3cccnc3)C2)cc1OC (stereo not given)	-15	30	3	8	11	8	11	-9	-3	-3	-16
48	COc1cc(/C=N/NC(=O)CN(Cc2ccco2)S(=O)(=O)c2ccccc2)ccc1O	2	-5	-7	9	10	3	12	15	-1	3	-22
49	COC(=O)c1ccccc1NC(=O)C1CCN(C(=O)c2ccc(OC)cc2)CC1	2	5	-10	-6	2	4	7	-12	-2	2	3
50	O=C(CN1CCN(S(=O)(=O)c2cccc(Br)c2)CC1)N1CCCCC1	3	15	0	3	7	3	12	-19	27	-5	6
51	COc1ccc(Cl)cc1NC(=O)CC(C)=O	0	0	-2	19	24	4	-8	8	13	21	-12
52	CC[C@@]1(C(=O)OC)N[C@H](CN(C)C(=O)Nc2ccccc2)[C@@H]2C(=O)N(Cc3ccccc3)C(=O)[C@@H]21	-2	8	8	7	-21	-1	3	7	17	-1	4
53	COCCCNc1ncnc2c1nc1n2CCCC1	3	9	6	23	-6	-3	-14	-1	-12	-1	3
54	Cn1nc(C(C)(C)C)cc1N1C(=O)CCC1(C)C(=O)Nc1ccc2c(c1)OCCO2 (stereo not given)	-1	-6	-9	8	3	.	-7	-17	-52	5	11
55	O=S1(=O)CC(N2CC=CC2)CN1Cc1cn(Cc2ccc(F)cc2)nn1 (stereo not given)	-5	-13	-5	6	16	.	.	-19	-3	1	.

By substructure, those above containing a tert-butyl group (two)
nr	mol	Granule exo inh	COUP-TFII inh	NOD2-RIPK2 inh	TWEAK Fn14 block	TROY NFkB inh	TLR9-MyD88 block	SRC3 inh	NR5A2 inv ag	SRC2 inh	ABHD5 PLIN5 PPI	SRC1 inh
28	C[C@H]1COC(=O)[C@H](CC(=O)OC(C)(C)C)C/C=C\C[C@@H](CC(=O)N[C@H](CO)Cc2ccccc2)C(=O)N1	-17	-15	-8	-18	-3	-3	5	29	-16	-8	11
54	Cn1nc(C(C)(C)C)cc1N1C(=O)CCC1(C)C(=O)Nc1ccc2c(c1)OCCO2 (stereo not given)	-1	-6	-9	8	3	.	-7	-17	-52	5	11

An excerpt. The share of hits here may be higher or lower than overall.
